# High-throughput results (PubChem)
# NCI-60 one-dose screen, 48 h, at 10 µM unless noted. Numbers give growth in % (100 = growth as untreated, 0 = no growth, -100 = all killed).
# MALME-3M = MALME-3M melanoma. 78,000 tested, 5.8% active. AID 1794766
# UACC-62 = UACC-62 melanoma; 81,000 tested, 5.4% active
# M14 = M14 melanoma; AID 1794745; 80,000 tested, 6.2% active
# SK-MEL-2 = SK-MEL-2 melanoma; 77,000 tested, 4.7% active; AID 1794763
# UACC-257 = UACC-257 melanoma. 78,000 tested, 4.4% active
# EKVX = EKVX NSCLC; 71,000 tested, 3% active
# SK-MEL-5 = SK-MEL-5 melanoma. AID 1794755. 80,000 tested, 6.4% active
# A549/ATCC = A549/ATCC NSCLC; 81,000 tested, 3.7% active; AID 1794740
# Numbers without * were called inactive; . = not tested or not shown; & = joins results of further samples. How the source made its calls: active means growth percent below 10; inactive means the rest.
SMILES,MALME-3M,UACC-62,M14,SK-MEL-2,UACC-257,EKVX,SK-MEL-5,A549/ATCC
C=CCc1c(O)c(C(=O)/C=C/c2ccc(Cl)cc2)c(OC)c2ccoc12,35,48,58,16,39,56,53,47
CC(OC(C(O)C=O)C(O)C(O)CO)C(=O)N[C@@H](C)C(=O)O (stereo partly specified),99,104,101,113,102,100,106,106
CC/C(=N\NC(N)=O)C(OC)OC,124,113,129,112,110,116,97,94
Brc1ccccc1C[n+]1ccc2ccccc2c1,72,88,80,70,79,.,70,74
NCC(=O)NO,98,109,102,110,100,94,101,98
CCCCCCCCCCCCCCCCCCOP(=O)(O)O,112,92,99,124,113,.,99,105
CC(C)(C)c1ccc(C(C)(C)C)cc1,85,103,109,79,101,86,121,101
COc1ccc(-c2ccc3c(cnn3C(=O)c3cc(OC)c(OC)c(OC)c3)c2)cc1,75,83,79,93,108,66,89,77
CC[N+](C)(C)CCOc1nc2c(c(=O)n(C)c(=O)n2C)n1C,102,94,93,105,87,96,105,81
Cc1ccc(N2C(=O)/C(=C/C=C/c3ccco3)SC2=S)cc1,91,89,103,.,88,95,.,86
O=C(CSc1nc2ccccc2c(=O)n1-c1ccccc1)N/N=C/c1ccc(N2CCOCC2)cc1,117,106,111,116,111,101,103,107
CCC(C)(C)c1ccc(OCCCCCCN2CCN(c3ccncc3)CC2)cc1,-95*,-48*,-69*,72,18,6.5*,-99*,33
N#C/C(=C\c1ccc(Cl)cc1)C(=O)Nc1cc(-c2ccccc2)nn1-c1ccccc1,97,85,102,99,97,87,100,106
CC(=O)OC[C@@]1(C)C2CC[C@]3(C)C(CC=C4C5CC(C)(C)CC[C@]5(C(=O)Nc5ccc(C)cc5)CC[C@]43C)[C@@]2(C)C[C@@H](OC(C)=O)[C@@H]1OC(C)=O (stereo partly specified),61,48,52,39,24,32,7.8*,41
N#CC(I)CS(=O)(=O)c1ccccc1 (stereo unspecified),-22*,84,.,92,73,103,98,93
CCOC(=O)c1c(Nc2ccccc2)nn2c(-c3ccc(Cl)cc3)ccnc12,84,83,97,.,104,89,80,70
COc1ccccc1C(=O)Nc1cccc(C2CC(=O)c3c(cc(OC)c(OC)c3OC)O2)c1 (stereo unspecified),100,83,89,89,98,93,79,85
Fc1ccc(/C=C/c2nc3ccccc3n3c(-c4ccc(Cl)cc4)nnc23)cc1,7.9*,70,64,102,97,75,77,82
O=C1CN(/N=C/c2ccco2)C(=O)N1,96,93,97,102,110,110,107,108
COc1ccc(C2CC(c3ccc(Nc4nc(NCCO)nc(Nc5ccc(Cl)cc5)n4)cc3)=Nc3c(N)nc(N)nc3N2)cc1 (stereo unspecified),113,107,95,89,113,107,60,95
COn1nnc2c(Cl)c3[nH]ccc(=O)c3cc21,109,90,.,.,78,99,95,103
CSc1nc2c(c(=O)[nH]1)C(c1ccccc1)C1=C(N2)/C(=C/c2ccccc2)CCC1 (stereo unspecified),105,88,94,86,86,83,99,97
CCOC(=O)c1cc(C(=O)OC)n2ccc3ccccc3c12,91,86,104,100,94,101,101,96
S=C1SCCCN1Cc1ccc(Cl)cc1,112,98,101,99,93,.,100,92
C=CC[n+]1cccc(S(=O)(=O)[O-])c1,100,88,104,102,101,101,102,100

# Overlap with the part before: five entries, followed by the next part.
SMILES,MALME-3M,UACC-62,M14,SK-MEL-2,UACC-257,EKVX,SK-MEL-5,A549/ATCC
COn1nnc2c(Cl)c3[nH]ccc(=O)c3cc21,109,90,.,.,78,99,95,103
CSc1nc2c(c(=O)[nH]1)C(c1ccccc1)C1=C(N2)/C(=C/c2ccccc2)CCC1 (stereo unspecified),105,88,94,86,86,83,99,97
CCOC(=O)c1cc(C(=O)OC)n2ccc3ccccc3c12,91,86,104,100,94,101,101,96
S=C1SCCCN1Cc1ccc(Cl)cc1,112,98,101,99,93,.,100,92
C=CC[n+]1cccc(S(=O)(=O)[O-])c1,100,88,104,102,101,101,102,100
Cc1cc2c(c(O)c1Br)-c1ncoc1C(=O)[C@]1(C)CC[C@H](C(C)C)[C@H]21,31,33,19,4.5*,15,47,-30*,16
Cc1occc1-c1nnc(SCC(=O)NN2C(=O)NC3(CCCCC3)C2=O)n1C,101,100,89,93,101,97,107,95
O=C1N=C2SC=C(c3ccc(Cl)cc3)N2C1CCN1CCCC1 (stereo unspecified),115,96,97,108,89,.,100,91
CN(C)S(=O)(=O)c1ccc([N+](=O)[O-])cc1[N+](=O)[O-],101,103,110,106,96,103,104,96
Cn1c(/C(C#N)=C/c2ccc3ccccc3c2)cc2ccccc21,46,19,5.9*,72,85,37,-27*,30
COc1ccc(CCNC2=CNCC2)cc1OC,98,106,103,.,106,106,111,106
COC(=O)C1(CC(=O)C(C)(C)C)NC(=S)NC(=O)C1C#N (stereo unspecified),99,100,116,106,113,101,96,121
CC(C)CC1NC(=O)C(CCCN)NC(=O)C(C(C)C)NC(=O)C2CCCN2C(=O)C(Cc2ccccc2)NC(=O)C(CC(C)C)NC(=O)C(CCCN)NC(=O)C(C(C)C)NC(=O)C2CCCN2C(=O)C(Cc2ccccc2)NC1=O (stereo unspecified),-76*,-75*,-64*,-94*,-73*,-87*,-98*,.
COc1ccc(-c2cc(-c3cccn3C)c(C#N)c(=O)n2C(C)=O)cc1OC,138,93,106,114,110,110,.,100
Cc1nc2ccc(Nc3nc(NCCO)nc(N4CCOCC4)n3)cc2n1Cc1ccccc1,99,97,100,.,109,.,89,98
Clc1ccc(-c2nc(NCCc3ccccc3)nc3c(NCCc4ccccc4)cnn23)cc1,97,73,70,80,72,79,94,10.0*
CCOC(=O)Cc1nc(N)n(C(=S)NC)n1,108,98,101,107,88,92,104,94
COc1ccc(C2Nc3nc(-c4ccccc4)nn3C(N)=C2C#N)cc1 (stereo unspecified),99,88,100,92,.,93,99,74
COc1ccc(C(=O)/C=C/c2ccc3c(c2)OCCO3)cc1S(N)(=O)=O,88,88,90,114,78,85,100,48
COc1ccc(CN=Cc2cc(C(C)(C)C)cc(C(C)(C)C)c2O)cc1,88,77,80,63,63,85,70,78
COc1ccc(CC2(c3ccccc3)NC(=O)NC2=O)cc1 (stereo unspecified),72,77,89,108,91,.,83,102
N#Cc1ccc(O)c(C2=NCC(c3ccccn3)O2)c1 (stereo unspecified),63,92,68,39,75,86,78,68
NC(=S)N/N=C1\C=CCCC1,80,104,101,98,99,107,105,101
O=C(CCC(=O)c1nc2ncccc2[nH]1)NN1C(=O)CSC1c1ccc([N+](=O)[O-])cc1 (stereo unspecified),98,89,102,105,103,91,96,101
COc1ccc(NC(=O)Nc2ccc(OCC(=O)N=Nc3c(O)[nH]c4ccc([N+](=O)[O-])cc34)cc2)cc1,94,104,118,89,107,84,96,99
C/C(=N/N=C(N)N)C(=O)O,121,105,117,107,113,100,106,109
CCCCCCCC(=O)SCC/C=C/[C@@H]1CC(=O)NCc2cccc(n2)C2=N[C@@](C)(CS2)C(=O)N[C@@H](C(C)C)C(=O)N1,2.5*,0.7*,36,18,.,51,22,15
O=C1/C(=C\c2ccc(Cl)cc2)Sc2c(F)cccc21,119,91,105,98,94,90,101,96
COc1ccc(C(=O)c2cc(F)c(F)c(OC)c2F)c(OC(=O)C(Cl)Cl)c1OC(=O)C(Cl)Cl,88,65,67,74,84,101,85,80
O=C(Nc1cccc(Cl)c1)ON1CCCCC1,112,108,111,104,105,.,103,107

# The listing continues:
SMILES,MALME-3M,UACC-62,M14,SK-MEL-2,UACC-257,EKVX,SK-MEL-5,A549/ATCC
O=C1C(=O)c2ccccc2C(O)=C1CCCc1ccc(Oc2ccccc2)cc1,55,37,41,73,51,.,55,82
CN(C)Cc1cc(C(C)(C)C)cc(Br)c1O,122,101,101,113,119,97,96,109
O=C1Nc2ccc(F)cc2/C1=C/C(=O)c1cc2ccccc2oc1=O,71,82,89,102,96,90,102,108
CC(C)(C)c1cc(Cl)c(O)c(Cl)c1,101,107,95,78,76,100,103,76
COc1cc2c3c(c1OC)-c1ccccc1CC3OCC2 (stereo unspecified),85,91,106,116,90,.,88,90
Oc1ccccc1C=Nc1ccc(N=Cc2ccccc2O)cc1,103&102,100&103,98&104,111&97,100&104,102,98&105,97&106
CCOC(=O)n1cc(-c2nonc2-c2cn(C(=O)OCC)c3ccc(OC)cc23)c2cc(F)ccc21,91,59,86,95,98,78,93,76
C/C=C(/C)C(=O)O[C@H]1CC[N+]2([O-])CC=C(COC(=O)[C@@](O)([C@H](C)OC)C(C)(C)O)[C@H]12 (stereo partly specified),106,104,101,96,.,97,101,84
CCCC[P+](c1ccccc1)(c1ccccc1)c1ccccc1,41,44,55,76,17,.,16,54
NC(=S)N/N=C/c1ccc[nH]1,91,107,105,.,102,98,103,95
Cc1ccc2nc(-c3c(-c4ccc(F)cc4)nc4sc(C)nn34)[nH]c2c1,100,95,103,112,115,.,96,95
O=C(Nc1ccccc1O)c1cccc(Nc2ccc(Cl)cc2)c1,80,53,103,81,85,72,49,74
CC1(C)CC[C@]2(C(=O)Nc3ccccc3)CC[C@]3(C)C(=CC[C@@H]4[C@@]5(C)CC[C@H](N)C(C)(C)[C@@H]5CC[C@]43C)[C@H]2C1,84,115,82,107,103,90,95,74
CCCCCCCCN(CCCCCCCC)C(=O)CCl,85,83,104,108,112,108,89,114
CCCCCCCCCCC(O)C(=O)O (stereo unspecified),112,112,95,120,108,103,108,103
O=C(CCCCCCC(=O)Nc1ccc(C(=O)/C=C/c2cn(-c3ccccc3)nc2-c2ccccc2)cc1)NNc1ccccc1,102,23,.,87,91,58,86,73
CC(O)C(NC(=O)C1CCCN1C(=O)CNC(=O)C1CC(=O)NCC(=O)NC(Cc2c[nH]c3ccccc23)C(=O)NC(Cc2ccc(O)cc2)C(=O)NCC(=O)NC(CO)C(=O)NC(CCC(N)=O)C(=O)NC(Cc2c[nH]c3ccccc23)C(=O)N1)C(=O)NCC(=O)NC(CCC(N)=O)C(=O)NC(CCCNC(=N)N)C(=O)NC(CC(=O)O)C(=O)O (stereo unspecified),95,95,91,116,102,100,101,105
CCCCCCCCc1ccc(S(=O)(=O)Nc2cccc(-c3csc(NC(C)=O)n3)c2)cc1,95,76,98,106,103,87,95,96
N#CC(C#N)N=Nc1ccccc1Cl,96,98,96,103,106,97,101,102
C#CCCOC(=O)Nc1ccccc1,104,92,103,97,100,97,101,98
CNC1=C([N+](=O)[O-])C(c2cccc(Br)c2)C(C#N)=C(c2cccs2)O1 (stereo unspecified),100,92,104,106,96,97,104,97
Cn1c2ccccc2c2c3[nH]c(=O)[nH]c(=O)c3c3c4ccccc4n(C)c3c21,20,43,32,67,78,29,29,24
Cc1c(C(N)=O)sc2c1c(=O)n(Cc1ccccc1)c1nnc(-c3ccc(Br)cc3)n21,.,6.2*,-22*,42,-0.6*,37,-38*,10

# Record cards (already shown). Order of values: MALME-3M, UACC-62, M14, SK-MEL-2, UACC-257, EKVX, SK-MEL-5, A549/ATCC
# Cc1c(C(N)=O)sc2c1c(=O)n(Cc1ccccc1)c1nnc(-c3ccc(Br)cc3)n21 is entered as ., 6.2*, -22*, 42, -0.6*, 37, -38*, 10
# CCCCCCCCCCC(O)C(=O)O (stereo unspecified) is entered as 112, 112, 95, 120, 108, 103, 108, 103
# C#CCCOC(=O)Nc1ccccc1 is entered as 104, 92, 103, 97, 100, 97, 101, 98
# COc1cc2c3c(c1OC)-c1ccccc1CC3OCC2 (stereo unspecified) is entered as 85, 91, 106, 116, 90, ., 88, 90

# Random draw from the library; any-hit rate near 9.8%.
